High-throughput results as filed in PubChem BioAssay.
S2 tox – cell viability loss in ATXN counter-screen. Potency, µM (highest dose often 56.7 µM), hits mostly cytotoxic. S2 cells (HEK-293 line with an ATXN2-luciferase reporter) viability, CellTiter-Fluor protease fluorescence, 24 h. 0.49% of 400,000 active. AID 651635; further: potency means the concentration at half of the fitted maximal effect; nearly all actives have a fitted effect of over 40% in size
Nrf2 block – Nrf2 pathway inhibition; Potency, µM (top dose mostly 46 µM), without a hit: at the highest dose activity change, negative = inhibition, actives largely listed as inhibitors; A549 ARE-Fluc reporter, luciferase luminescence, 18-24 h; 2.1% of 360,000 active; further: potency means the concentration at half of the fitted maximal effect; on the % scale 0 is the no-effect control and ±100 the full control effect; nearly all actives have a fitted effect of over 60% in size
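Concentration-response testing used A549 ARE_Fluc cells at 5000 cells/well. Following an 18-24 h compound incubation, viability was read by fluorescence (Ex 405/Em 525) and luciferase output by luminescence.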
TGFb SMAD3 inh – inhibitors of TGF-b signaling; HepG2 CAGA-GFP TGF-b/SMAD3 reporter, GFP fluorescence, 18 h; TGF-beta stimulated, 500 pg/mL final; Potency, µM (series often up to 46.1 µM), for inactives: at the highest dose activity, negative = inhibition, usual class: inhibitors; 1.2% of 410,000 active; AID 588855; further: potency means the concentration at half of the fitted maximal effect; on the % scale 0 is the no-effect control and ±100 the full control effect; nearly all actives have a fitted effect of over 65% in size
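TGF-beta reporter screen: HEPG2 CAGA-GFP, 1% FBS, 500 pg/mL TGF-beta final, 18 h; per-cell GFP summed per well; curves fitted and categorized by class.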
EPAC2 ag – activates human EPAC2 exchange factor; AID 720711; Potency, µM (titrated, usually from 154 µM), without a hit: at the top dose activation, actives largely listed as activators; Q8WZA2; EPAC2 activation, biochemical qHTS; response scale: 100% = 6.5 mM cAMP response; 0.079% of 360,000 active; further: potency means the concentration at half of the fitted maximal effect; nearly all actives have a fitted effect of over 50% in size
Target sequence (Q8WZA2 whole entry, looked up): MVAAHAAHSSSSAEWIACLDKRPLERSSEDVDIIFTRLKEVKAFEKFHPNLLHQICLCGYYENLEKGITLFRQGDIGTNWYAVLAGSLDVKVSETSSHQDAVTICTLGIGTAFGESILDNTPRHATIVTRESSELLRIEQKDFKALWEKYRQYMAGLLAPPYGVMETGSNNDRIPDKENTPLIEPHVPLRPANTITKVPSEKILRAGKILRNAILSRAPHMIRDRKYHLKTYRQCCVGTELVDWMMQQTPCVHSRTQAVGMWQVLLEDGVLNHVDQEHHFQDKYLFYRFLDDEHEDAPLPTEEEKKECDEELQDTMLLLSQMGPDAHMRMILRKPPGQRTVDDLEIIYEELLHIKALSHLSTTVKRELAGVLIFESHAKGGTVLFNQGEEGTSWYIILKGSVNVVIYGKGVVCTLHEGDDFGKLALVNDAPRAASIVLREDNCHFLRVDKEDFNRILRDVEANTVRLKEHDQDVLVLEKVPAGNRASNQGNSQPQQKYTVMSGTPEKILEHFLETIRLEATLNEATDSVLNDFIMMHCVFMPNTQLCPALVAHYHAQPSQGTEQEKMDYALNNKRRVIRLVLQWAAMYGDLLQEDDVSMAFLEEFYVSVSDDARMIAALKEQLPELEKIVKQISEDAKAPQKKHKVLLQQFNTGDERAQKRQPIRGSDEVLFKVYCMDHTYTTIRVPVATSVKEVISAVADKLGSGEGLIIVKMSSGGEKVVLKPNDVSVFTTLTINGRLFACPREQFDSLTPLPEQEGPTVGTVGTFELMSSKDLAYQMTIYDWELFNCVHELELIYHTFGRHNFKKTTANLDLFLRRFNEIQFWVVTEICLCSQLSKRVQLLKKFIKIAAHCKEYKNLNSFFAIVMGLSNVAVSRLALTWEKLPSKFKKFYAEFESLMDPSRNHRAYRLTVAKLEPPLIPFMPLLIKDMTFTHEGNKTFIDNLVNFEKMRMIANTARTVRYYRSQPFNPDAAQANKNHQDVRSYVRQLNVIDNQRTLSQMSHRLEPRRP
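Each well held 100 nM EPAC2, 250 nM RAP1B-BODIPY-GDP and 50 uM GDP. Fluorescence, read at 5-min intervals to 30 min, was referenced to a 6.5 mM cAMP positive control.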
Nrf2 activator – activators of Nrf2 (ARE) signaling; 0.31% of 410,000 active; Potency, µM (highest dose often 46.1 µM), for the others: at the top dose activation, usual class: activators; AREc32 ARE-luciferase reporter (MCF7-derived line), luminescence, 24 h; further: potency means the concentration at half of the fitted maximal effect; % of control where 0% means no effect; nearly all actives have a fitted effect of over 65% in size
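ARE-driven firefly luciferase activity in AREc32 cells measured after a 24 hr compound exposure at 37 deg C, using Steady-Glo reagent and a 30 min room-temperature hold.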
IL2 activator – activates IL-2 in a cell-based reporter assay; IL-2 activation reporter assay, cell-based qHTS; stimulated with anti-CD3/CD4/CD28 beads; in transgenic mouse T cells; AID 652025; 0.065% of 360,000 active; activation, % (series mostly up to about 46 µM); in the data active means activation above about 50%; inconclusive means mostly about 30% to 49%; further: 0% is about no effect
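EGFP and DsRed fluorescence is measured by plate cytometry in unstimulated transgenic mouse T cells exposed to compound for 60 minutes, then stimulated 18 hours at 37 degrees C with anti-CD3/anti-CD4 beads plus anti-CD28.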
ATXN2 expr inh – inhibitors of ATXN2 expression. HEK-293 ATXN2-luciferase reporter, luminescence, 24 h. Potency, µM (series often up to 57 µM), for the others: at the top dose activity change, negative = inhibition, hits mostly inhibitors. 0.72% of 360,000 active; further: potency means the concentration at half of the fitted maximal effect; on the % scale 0 is the no-effect control and ±100 the full control effect; nearly all actives have a fitted effect of over 55% in size
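qHTS (up to 57 uM final) was run with 24 h compound exposure of reporter cells at 37 °C. Each well was multiplexed: SteadyGlo luminescence measured ATXN2-luciferase expression after a fluorogenic Gly-Phe-AFC viability readout (25 uM final).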
HepG2 tox – kills HepG2 cells in TGF-b inhibitor counter-screen; HepG2 CAGA-GFP viability, ATP luminescence, 18 h; Potency, µM (series often up to 46.1 µM), inactives show top-dose activity change, negative = cytotoxicity, actives largely listed as cytotoxic; 0.76% of 410,000 active; further: potency means the concentration at half of the fitted maximal effect; some results filed as inactive show a strong effect at the top dose
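HepG2 CAGA-GFP cells (1000/well, DMEM with 1% FBS) received compound, then TGF-beta at 500 pg/mL final, and were incubated 18 hours at 37 degrees C. Viability was read by CellTiter-Glo luminescence. Media-only wells were set as complete cell-killing and DMSO as no toxicity.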
A549 tox – counter-screen for Nrf2 inhibitors: cytotoxicity in A549 cells; A549 ARE-Fluc cells, CellTiter-Fluor viability, 18-24 h; Potency, µM (series often up to 46 µM), for inactives: at the highest dose activity change, negative = cytotoxicity, most hits filed as inhibitors; 0.16% of 390,000 active; AID 504648; further: potency means the concentration at half of the fitted maximal effect; on the % scale 0 is the no-effect control and ±100 the full control effect
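Cytotoxicity counterscreen: CellTiter-Fluor fluorescence was measured in A549 ARE_Fluc cells after 18-24 h of compound exposure in a concentration series. The subsequent BugLite luminescent read reports ARE-luciferase activity.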
* hit, by the source's call; i = inactive; ? = inconclusive; · = not tested or not shown; & = joins results of further samples; [ ] = another dose, or the depositor's remark. Unless noted, the call rests on the fitted dose curve; in most records, active means well fitted curve in the direction sought with a large enough effect; inconclusive means small, poorly fitted or top-dose-only effect, or another doubt; inactive means no such curve, though single readings can be large; an effect the other way counts as inactive or inconclusive.

SMILES	S2 tox	Nrf2 block	TGFb SMAD3 inh	EPAC2 ag	Nrf2 activator	IL2 activator	ATXN2 expr inh	HepG2 tox	A549 tox
CCCN1C(=S)SC(C)(C)C1/[N+]([O-])=C/c1ccc(S(=O)(=O)NC)cc1 (configuration not stated)	i	3%	?	8%	-0.5%	-2.2	2%	-82%	2%
CCN1CCN(C(=O)CN2C(=O)COc3ccc(C)cc32)CC1	i	-1%	-3%	4%	0.0%	2.7	-11%	-4%	0%
COC(=O)c1ccc(COC(=O)C(CCS(C)(=O)=O)N2C(=O)c3ccccc3C2=O)cc1 (configuration not stated)	i	-8%	?	-1%	-0.4%	0.4	4%	1%	0%
CCN(CC)S(=O)(=O)c1ccc(C(=O)Nc2cc(C)on2)cc1	i	2%	-4%	-1%	0.3%	-3.2	20%	14%	-2%
Cc1nc2cc(N)ccc2n1C1CCCCC1	i	11%	-1%	11%	2.3%	0.5	-24%	-23%	1%
COc1ccc2nccnc2c1[N+](=O)[O-]	i	-13%	-23%	4%	-0.3%	0.9	9%	-24%	-4%
CCOC(=O)c1c(N)n(CCOC(=O)c2cccs2)c2nc3ccccc3nc12	·	-14%	-18%	8%	0.0%	5.6	-19%	-6%	?
NC(=O)c1ccc(C(F)(F)F)n(Cc2c(Cl)cccc2Cl)c1=O	i	·	?	-11%	2.9%	-2.5	0%	-72%	6%
COCC(=O)NC(C)c1nc2ccccc2[nH]1 (configuration not stated)	i	10%	3%	2%	0.4%	-2.8	43%[activator]	9%	-1%
C/C(=N\NC(=O)CNc1cccc(C(F)(F)F)c1)c1cccc(Br)c1	i	9%	1%	-4%	-0.4%	-5.9	-4%	13%	-2%
Cc1sc2nc(C3CCCCC3)nc(SCC(=O)N3CC(=O)Nc4ccccc43)c2c1C	?	-23%	0%	12%	0.4%	0.5	-6%	15%	-10%
CCOC(=O)c1cnc2ccc(OCC)cc2c1N1CCN(c2cccc(Cl)c2)CC1	i	?	?	·	4.7%	·	-6%	-1%	5%
COc1ccccc1NS(=O)(=O)c1ccc(C(=O)N2CCN(c3ccccc3)CC2)cc1	i	-23%	-11%	17%	-0.4%	-0.6	·	-20%	1%
Cc1cccc(CN2CCCC(C(=O)N3CCCCC3)C2)c1 (configuration not stated)	i	-1%	0%	-2%	-0.2%	-0.5	·	-2%	-12%
COCCCN1C(=O)C(=O)/C(=C(/O)c2ccc(S(=O)(=O)N3CCCCC3)cc2)C1c1ccc(O)cc1 (configuration not stated)	i	0%	4%	-7%	0.2%	-0.3	-2%	4%	3%
Cc1ccc(NC(=O)COC(=O)CCc2c(C)nc3ncnn3c2C)cc1	i	-1%	22%	10%	-0.1%	0.7	14%	8%	-2%
Cc1cccc(NC(=O)COC(=O)C2COc3ccccc3O2)c1C (configuration not stated)	i	1%	19%	-2%	-0.6%	-3.6	-4%	3%	4%
O=C1CC(c2ccccc2)CC(O)=C1C=NC1CCCCC1 (configuration not stated)	i	22%	0%	0%	-0.5%	-3.5	5%	7%	2%
O=C(Nc1ccc([N+](=O)[O-])cn1)c1ccc2c(c1)OCO2	i	?	6%	9%	0.1%	-0.6	46%[activator]	-1%	-5%
Cc1ccc(C(=O)N(CCc2ccccc2)Cc2ccccc2)cc1S(=O)(=O)N1CCOCC1	?	?	?	-3%	-0.4%	0.7	·	-12%	-4%
COc1ccc(NC(=O)c2cc(-c3cccnc3)nc3c(C)c(C)ccc23)c(OC)c1	?	-23%	-24%	2%	0.1%	-0.4	-18%	-7%	6%
COc1ccc(OC)c(N(CC(=O)Nc2cccnc2)S(=O)(=O)c2ccc(C)cc2)c1	i	-5%	0%	7%	-0.5%	1.1	-12%	3%	-9%
CCCn1c(N)c(N(CCOC)C(=O)C(C)Oc2ccc(F)cc2)c(=O)[nH]c1=O (configuration not stated)	i	13%	9%	12%	-0.5%	0.9	3%	-1%	1%
Cc1ccc(C(=O)NCCNC(=O)COc2ccc(C)c(C)c2)cn1	i	-5%	18%	2%	2.5%	-1.5	2%	3%	-4%
CC(/C=N/NC(=O)c1cc(C(C)(C)C)[nH]n1)=C\c1ccccc1	i	·	34%[activator]	-14%	3.4%	-3.0	9%	-22%	-1%
Cc1ccc2cc(C(c3nnnn3C3CCCC3)N(Cc3ccco3)Cc3cccs3)c(=O)[nH]c2c1 (configuration not stated)	i	?	-19%	13%	2.4%	-2.1	2%	-12%	-19%
COC(=O)CN1C(=O)[C@H]2[C@@H](c3ccc(C)o3)N3C(=O)CN(Cc4ccccn4)C(=O)[C@@]3(Cc3ccccc3)[C@H]2C1=O	i	4%	-15%	-4%	-0.6%	-0.3	6%	0%	-4%
Nc1nnc(/C=C/c2cccc([N+](=O)[O-])c2)s1	i	5%	-2%	5%	5.3%	3.0	·	-3%	10%
CCOc1ccc(C(=O)N/N=C/c2cc(Cl)ccc2[N+](=O)[O-])cc1	i	-14%	-10%	11%	-0.2%	-1.3	-8%	-2%	4%
CCOc1ccc(CCNC(=O)Cn2ncn3c(cc4sc(C)cc43)c2=O)cc1OCC	·	6%	0%	·	0.6%	·	·	-3%	0%
COCC1CCN(Cc2nc(COc3ccccc3)no2)C1 (configuration not stated)	i	19%	2%	5%	-0.4%	-0.3	26%	-6%	-1%
Cc1ccccc1C(=O)Nc1ccccc1OCc1cc(=O)n2ccccc2n1	·	·	-2%	·	0.0%	·	·	-3%	-17%
CNS(=O)(=O)Cc1ccc2[nH]cc(CCN(C)C)c2c1	i	-4%&6%	24%&18%	-4%&2%	0.6%&-1.4%	-0.1&0.4	7%&5%&-7%&-1%	2%&-3%	1%&-8%
CC(=O)N1CCc2cc(CNS(=O)(=O)c3ccc(C(C)(C)C)cc3)ccc21	·	·	?	·	0.0%	·	·	-25%	0%
Cc1ccccc1N/C(=N/S(=O)(=O)c1ccccc1)c1ccc(F)cc1	i	-11%	5%	7%	-0.2%	-0.3	7%	-3%	-1%
Cc1c(NC(=O)CSc2nnc(-c3ccncc3)n2C)c(=O)n(-c2ccccc2)n1C	i	·	-12%	-6%	-0.4%	-0.4	·	8%	·
COc1ccc(/C=N/NC(=O)COc2ccc3ccccc3c2)c(C(=O)O)c1OC	i	-4%	6%	6%	-0.7%	5.2	-17%	5%	1%
O=C(CCN1C(=O)C2C3CCC(C3)C2C1=O)Nc1ccc(F)cc1 (configuration not stated)	i	-2%	23%	2%	-0.1%	-0.3	-3%	-10%	5%
O=C(COC(=O)c1cccnc1Cl)Nc1nc(-c2ccccc2)cs1	?	16%	-4%	6%	1.4%	-0.2	18%	-2%	-9%
COc1ccc(C(=O)NCC(=O)c2ccccc2)cc1	i	?	-6%	3%	-0.6%	1.3	·	-1%	6%
CN(C)C(=O)c1ccc(NC(=O)CC2SC(N3CCCC3)=NC2=O)cc1 (configuration not stated)	i	0%	0%	6%	0.1%	-0.5	0%	-25%	12%
CCc1ccc(S(=O)(=O)NCc2cn3ccsc3n2)s1	i	?	-5%	3%	-0.7%	2.1	-10%	-37%	-20%
Cc1ccc(C)c(S(=O)(=O)N2CCNCC2)c1	i	-4%	0%	11%	-0.4%	1.2	-7%	-90%	7%
Cc1cc(=O)[nH]c(N/N=C/c2cc(C)n(CC(F)(F)F)c2C)n1	i	4.1µM*	?	-7%	0.8%	3.0	·	-13%	-12%
Cc1ccccc1C(=O)NCC(=O)O	i	4%	-9%	4%	-0.9%	-0.8	·	-1%	-2%
CC(=O)c1ccc(NC(=O)Nc2ccccc2)cc1	i	?	-3%	1%	3.6%	8.0	2%	-6%	-3%
Cn1c(CSCc2ccccc2Cl)n[nH]c1=S	i	?	7%	2%	-0.1%	3.3	·	12%	2%
COc1cc2ncnc(NCc3ccc(Cl)cc3)c2cc1OC	i	-26%	-30%	10%	2.6%	-0.1	-30%	-34%	2%
CN(C)c1ccc(C2Nc3cccc4cccc(c34)N2)cc1	i	5%	-13%	8%	3.9%	-2.9	13%	-25%	-5%
Cc1ccc(C)c(CNC(=O)c2ccc3c(c2)nc2n3CCCCC2)c1	·	·	5%	·	0.2%	·	·	-51%	-16%

The list goes on:
SMILES	S2 tox	Nrf2 block	TGFb SMAD3 inh	EPAC2 ag	Nrf2 activator	IL2 activator	ATXN2 expr inh	HepG2 tox	A549 tox
COc1cccc(CN2CCC(Oc3ccc(C(=O)N4CCCCC4)cc3)CC2)c1O	?	1%	8%	7%	-0.2%	-1.7	-4%	-5%	-2%
CC(NC(=O)c1ccccc1F)c1nnc(SCc2nc3ccccc3c(=O)[nH]2)n1C (configuration not stated)	i	-14%	-1%	5%	0.1%	-0.4	11%	3%	1%
Cc1ccc(C)c(N2CCN(C3CCCC(C)C3)CC2)c1 (configuration not stated)	i	-6%	-10%	-8%	0.0%	0.1	-20%	-24%	-23%
COc1ccc(CCNC(=O)C(C)OC(=O)c2ccco2)cc1OC (configuration not stated)	i	22%	1%	-2%	-1.0%	-3.3	-9%	1%	-1%
COc1ccc(CSc2nnnn2-c2ccc(C(N)=O)cc2)cc1[N+](=O)[O-]	i	0%	-15%	4%	-0.3%	-0.1	·	-12%	6%

Reprinted at random: 4 compounds from above.
SMILES	S2 tox	Nrf2 block	TGFb SMAD3 inh	EPAC2 ag	Nrf2 activator	IL2 activator	ATXN2 expr inh	HepG2 tox	A549 tox
COc1ccc(CSc2nnnn2-c2ccc(C(N)=O)cc2)cc1[N+](=O)[O-]	i	0%	-15%	4%	-0.3%	-0.1	·	-12%	6%
COc1ccc(CCNC(=O)C(C)OC(=O)c2ccco2)cc1OC (configuration not stated)	i	22%	1%	-2%	-1.0%	-3.3	-9%	1%	-1%
CC(NC(=O)c1ccccc1F)c1nnc(SCc2nc3ccccc3c(=O)[nH]2)n1C (configuration not stated)	i	-14%	-1%	5%	0.1%	-0.4	11%	3%	1%
COc1cccc(CN2CCC(Oc3ccc(C(=O)N4CCCCC4)cc3)CC2)c1O	?	1%	8%	7%	-0.2%	-1.7	-4%	-5%	-2%
